Screening results: PubChem, several laboratories
Dynein cargo inh: blocks dynein driven cargo transport along microtubules; 3617.4 mouse cells, GR-EGFP nuclear translocation imaging; test concentration mostly 20 µM; stimulated with dexamethasone, 1 µM; stronger effect = lower value; z-score, hits read low; actives 0.47% (n = 220,000);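 active = plate z-score of nuclear minus cytoplasmic receptor signal below a set negative limit, without overly bright fluorescence or cell loss, cut at about -3.5 in these data, passing the limit was not always enough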;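 note: z-score of nuclear minus cytoplasmic ring GR-EGFP intensity difference per well; some compounds called inactive have numbers as strong as hits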
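Also added: dexamethasone, 1.0 µM final. Medium: tet-free, stripped-serum medium. Detection: fixed, Hoechst-stained cells imaged at 10x for EGFP. Read-out: nuclear-to-cytoplasmic GR-EGFP distribution per well. Times: induction 48 h, compound 1 h, agonist 30 min.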
bCat nuc transl: alters nuclear translocation of beta-catenin in HeLa cells. nuclear translocation activity, % at 5 µM. immunofluorescence imaging. actives 0.3% (n = 190,000). AID 1665;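 active = nuclear translocation activity above 50% at 5 µM, with a well cell count of 50 or more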;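 note: per-cell ratio of nuclear to cytoplasmic median beta-catenin stain intensity; plate controls were DMSO negative control for no effect and GSK-3 inhibitor IX positive control for full effect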
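Test system: human HeLa cells, endogenous beta-catenin. Times: 24 h compound exposure, 37°C. Measured by: beta-catenin immunofluorescence imaging with DAPI.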
Yfh1-off respiration: mitochondrial function rescue without frataxin homolog – Friedreich's ataxia, plus single-dose screen, dose response (AID 1465); S. cerevisiae Yfh1-off respiration, WST-1 reduction, 72 h; higher fold induction means a stronger effect; fold induction at 50 µM, or EC50 in µM where a hit was titrated; actives 0.074% (n = 220,000);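 active = fold induction of absorbance versus untreated yeast above a set limit, then at least 30% activation at any dose in follow-up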;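 note: activators that raise dye reduction in frataxin-depleted yeast; strong numbers were not always called active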
MT stabilize HCS: microtubule stabilization, imaging screen; HeLa tubulin immunostaining HCS, 24 h; share of cells brighter than vehicle mean+2SD; % tubulin-high responders, % at 10 µM; actives 0.83% (n = 200,000);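 active = plate Z-score above 3 for both tubulin-high and condensed-nucleus cell shares, with cell loss under 80%, at 10 µM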;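 note: anti alpha tubulin signal scored within the nucleus-defined area of each cell; some results filed as inactive read as strong as hits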
NOD2 inhibition: inhibition of NOD2-driven NF-kB reporter – cell-based, luminescence, uHTS, HEK293 (AID 1566); actives 0.63% (n = 290,000); HEK293 NOD2/NF-kB luciferase reporter, luminescence; higher % means a stronger effect; inhibition, % at 4 µM; hits with a dose series show EC50 in µM; in the data active = inhibition above about 50%; note: many of its hits are not listed in these tables
WT yeast gro inh: growth inhibition of WT yeast, mitochondrial fusion screen; actives 2.1% (n = 190,000); mitochondrial fusion phenotypic screen, WT strain; inhibition, % at 10 µM; in the data active = inhibition above about 58%; tested in S. cerevisiae
Insulin prom up: MIN6 insulin promoter up-regulation | MIN6 insulin promoter-GFP reporter, high-content imaging; stronger effect = higher value | z-score at 5 µM | actives 0.3% (n = 190,000) | AID 1625;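 active = z-score above 3 at 5 µM with at least 500 cells counted in the well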
Lipid droplet: modulators of hepatic lipid droplet formation | inhibition, % at 6.5 µM | AML12 mouse hepatocytes, oleate lipid droplets, BODIPY imaging | actives 0.4% (n = 240,000);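 active = lipid droplet intensity inhibited by at least 50%, with more than 500 cells counted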
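Assay system: AML12 hepatocytes (mouse) / Also added: 100 µM oleic acid challenge / Times: overnight treatment with compound plus oleate / Detection: high-content imaging of BODIPY-stained droplets and DAPI nuclei / Evaluation: % inhibition of lipid droplet signal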
Autophagy HCS: modulators of autophagy; MEF GFP-LC3 puncta imaging; test concentration mostly 10 µM; calls only at 10 µM (by protocol); actives 0.98% (n = 190,000);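 active = percentage of spot-positive cells more than 3 SD above its plate mean, without a fluorescence outlier flag or 80% toxicity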;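 note: spot-positive cell cutoff set from DMSO-treated cells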
WT yeast gro inh mutant strain: also measured in WT yeast gro inh; calls as there; inhibition, %; mitochondrial fusion phenotypic screen, mutant strain inhibition
Dynein cargo inh cytoplasmic EGFP: further read-out of Dynein cargo inh, marked with its call; z-score; measured here: cytoplasmic GR-EGFP intensity; stronger effect = higher value
Dynein cargo inh nuclear GR-EGFP: further read-out of Dynein cargo inh, marked with its call; z-score; measured here: nuclear GR-EGFP intensity;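 lower value marks the stronger effect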
Dynein cargo inh cell count: further read-out of Dynein cargo inh, marked with its call; z-score; measured here: cell count per field
Insulin prom up cell count: recorded beside Insulin prom up, whose call it bears; cell count; measured here: cytotoxicity, nuclei count;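 total cells summed across four imaged fields per well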
Lipid droplet cells 6.5 µM: second read-out of Lipid droplet, no call of its own (marks repeat the call); cell count; measured here: cell count, cytotoxicity flag;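 cells counted across two imaged fields per well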
bCat nuc transl cell count 5 µM: further read-out of bCat nuc transl, marked with its call; cell count; measured here: cell count, cytotoxicity flag
MT stabilize HCS Hoechst-high %: recorded beside MT stabilize HCS, whose call it bears; % Hoechst-high responders; measured here: nuclear condensation Hoechst responders;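 share of cells brighter than vehicle mean plus two SD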
MT stabilize HCS cytotoxicity %: also measured in MT stabilize HCS; calls as there; toxicity, %; measured here: cytotoxicity by cell density;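 0% = mean cell density of plate MIN control wells and 100% = no cells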
Autophagy HCS cell loss 18 h: further read-out of Autophagy HCS, marked with its call; toxicity, %; measured here: cell loss, nuclei count;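 cell loss after 18 h compound exposure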
Numbers without * were called inactive.

How did CCOc1ccc(-c2nnc(SCC(=O)Nc3ccc4c(c3)c3ccccc3n4CC)n2N)cc1 do in these assays?
Dynein cargo inh: 0.36; bCat nuc transl: -0.9; Yfh1-off respiration: inactive; MT stabilize HCS: 2.3; NOD2 inhibition: -26%; WT yeast gro inh: 4; Insulin prom up: 0.02; Autophagy HCS: inactive; WT yeast gro inh mutant strain: -32; Dynein cargo inh cytoplasmic EGFP: -0.2; Dynein cargo inh nuclear GR-EGFP: 0.54; Dynein cargo inh cell count: 1.3; Insulin prom up cell count: 1036; bCat nuc transl cell count 5 µM: 818; MT stabilize HCS Hoechst-high %: 1.8; MT stabilize HCS cytotoxicity %: 4.1; Autophagy HCS cell loss 18 h: 23

Results for COc1ccc(N2CCN(/C(=N\S(=O)(=O)c3ccc(C)cc3)Nc3nc(C)cc(C)n3)CC2)cc1 ?
Dynein cargo inh: -1; bCat nuc transl: -9.5; Yfh1-off respiration: inactive; MT stabilize HCS: 1.7; NOD2 inhibition: 12%; WT yeast gro inh: -1; Lipid droplet: 6; Autophagy HCS: inactive; WT yeast gro inh mutant strain: -9; Dynein cargo inh cytoplasmic EGFP: 0.33; Dynein cargo inh nuclear GR-EGFP: -0.2; Dynein cargo inh cell count: 0.17; Lipid droplet cells 6.5 µM: 797; bCat nuc transl cell count 5 µM: 1160; MT stabilize HCS Hoechst-high %: 1.4; MT stabilize HCS cytotoxicity %: 8.8; Autophagy HCS cell loss 18 h: 7

How did CCOC(=O)NC(=O)/C(N=Nc1ccc(C(F)(F)F)cc1)=C(\C)O do in these assays?
Dynein cargo inh: 2.6; bCat nuc transl: 2.0; Yfh1-off respiration: inactive; MT stabilize HCS: 5.5; NOD2 inhibition: -76%; WT yeast gro inh: -1; Insulin prom up: -0.16; Lipid droplet: 22; Autophagy HCS: inactive; WT yeast gro inh mutant strain: -12; Dynein cargo inh cytoplasmic EGFP: -0.14; Dynein cargo inh nuclear GR-EGFP: 1.7; Dynein cargo inh cell count: -1.6; Insulin prom up cell count: 1307; Lipid droplet cells 6.5 µM: 712; bCat nuc transl cell count 5 µM: 966; MT stabilize HCS Hoechst-high %: 0.8; MT stabilize HCS cytotoxicity %: 3.1; Autophagy HCS cell loss 18 h: -22

What do the screens show for `O=C(CSc1nc2nc3c(cc2c(=O)n1-c1ccccc1)CCCC3)Nc1ccccc1`?
Dynein cargo inh: 0.66; bCat nuc transl: -2.0; Yfh1-off respiration: inactive; MT stabilize HCS: 6.2; NOD2 inhibition: 22%; WT yeast gro inh: 5; Insulin prom up: -0.17; Lipid droplet: -2; Autophagy HCS: inactive; WT yeast gro inh mutant strain: 8; Dynein cargo inh cytoplasmic EGFP: -0.25; Dynein cargo inh nuclear GR-EGFP: 0.46; Dynein cargo inh cell count: 0.39; Insulin prom up cell count: 1417; Lipid droplet cells 6.5 µM: 626; bCat nuc transl cell count 5 µM: 1117; MT stabilize HCS Hoechst-high %: 2.8; MT stabilize HCS cytotoxicity %: 5.4; Autophagy HCS cell loss 18 h: 24

Results for O=C(CSCc1ccc(Br)cc1)NCc1ccccn1 ?
Dynein cargo inh: -1; bCat nuc transl: 0.4; Yfh1-off respiration: inactive; MT stabilize HCS: 5.1; NOD2 inhibition: -2%; WT yeast gro inh: -9; Insulin prom up: 0.22; Lipid droplet: -1; Autophagy HCS: inactive; WT yeast gro inh mutant strain: 22; Dynein cargo inh cytoplasmic EGFP: -0.35; Dynein cargo inh nuclear GR-EGFP: -0.18; Dynein cargo inh cell count: 0.84; Insulin prom up cell count: 1436; Lipid droplet cells 6.5 µM: 661; bCat nuc transl cell count 5 µM: 1514; MT stabilize HCS Hoechst-high %: 1.9; MT stabilize HCS cytotoxicity %: 12; Autophagy HCS cell loss 18 h: 20

Results for CCOC(=O)C1(Cc2cccc(OC)c2)CCN(CC2CC=CCC2)CC1 (stereo not drawn) ?
Dynein cargo inh: -0.93; bCat nuc transl: 2.1; Yfh1-off respiration: inactive; MT stabilize HCS: 2.6; NOD2 inhibition: -22%; WT yeast gro inh: -3; Insulin prom up: -0.13; Lipid droplet: 0; Autophagy HCS: inactive; WT yeast gro inh mutant strain: 0; Dynein cargo inh cytoplasmic EGFP: -0.19; Dynein cargo inh nuclear GR-EGFP: -0.097; Dynein cargo inh cell count: 0.6; Insulin prom up cell count: 1450; Lipid droplet cells 6.5 µM: 689; bCat nuc transl cell count 5 µM: 1487; MT stabilize HCS Hoechst-high %: 1.4; MT stabilize HCS cytotoxicity %: 0.8; Autophagy HCS cell loss 18 h: 23

Results for N#C/C(=C1/CCCCCN1)c1nc2ccccc2[nH]1 ?
Dynein cargo inh: -0.71; bCat nuc transl: -3.4; Yfh1-off respiration: inactive; MT stabilize HCS: 2.7; NOD2 inhibition: -30%; WT yeast gro inh: 3; Insulin prom up: -1.4; Autophagy HCS: inactive; WT yeast gro inh mutant strain: 9; Dynein cargo inh cytoplasmic EGFP: -0.2; Dynein cargo inh nuclear GR-EGFP: -0.23; Dynein cargo inh cell count: 1.6; Insulin prom up cell count: 883; bCat nuc transl cell count 5 µM: 844; MT stabilize HCS Hoechst-high %: 1.7; MT stabilize HCS cytotoxicity %: 8.7; Autophagy HCS cell loss 18 h: 13

What do the screens show for `O=C(Cc1cccs1)NCc1ccco1`?
Dynein cargo inh: 0.64; bCat nuc transl: -1.6; Yfh1-off respiration: inactive; MT stabilize HCS: 2.2; NOD2 inhibition: 6%; WT yeast gro inh: -9; Insulin prom up: 0.19; Lipid droplet: 3; Autophagy HCS: inactive; WT yeast gro inh mutant strain: 0; Dynein cargo inh cytoplasmic EGFP: -0.26; Dynein cargo inh nuclear GR-EGFP: 0.31; Dynein cargo inh cell count: 0.054; Insulin prom up cell count: 1268; Lipid droplet cells 6.5 µM: 694; bCat nuc transl cell count 5 µM: 1081; MT stabilize HCS Hoechst-high %: 3.3; MT stabilize HCS cytotoxicity %: 4.5; Autophagy HCS cell loss 18 h: 14

Results for COc1ccc(CCCc2nnc(SCC(=O)Nc3ccccc3F)o2)cc1 ?
Dynein cargo inh: -0.28; bCat nuc transl: -1.3; Yfh1-off respiration: inactive; MT stabilize HCS: 2.5; NOD2 inhibition: 19%; WT yeast gro inh: -2; Insulin prom up: 0.32; Lipid droplet: 0; Autophagy HCS: inactive; WT yeast gro inh mutant strain: -9; Dynein cargo inh cytoplasmic EGFP: -0.36; Dynein cargo inh nuclear GR-EGFP: -0.13; Dynein cargo inh cell count: 0.17; Insulin prom up cell count: 1219; Lipid droplet cells 6.5 µM: 712; bCat nuc transl cell count 5 µM: 1119; MT stabilize HCS Hoechst-high %: 1.6; MT stabilize HCS cytotoxicity %: 1.6; Autophagy HCS cell loss 18 h: 7

Results for Cc1cc(C(=O)Nc2ccc3c(c2)OCCO3)c(C)o1 ?
Dynein cargo inh: 0.41; bCat nuc transl: -0.6; Yfh1-off respiration: inactive; MT stabilize HCS: 7.6; NOD2 inhibition: -82%; WT yeast gro inh: 11; Lipid droplet: -2; Autophagy HCS: inactive; WT yeast gro inh mutant strain: -8; Dynein cargo inh cytoplasmic EGFP: 0.12; Dynein cargo inh nuclear GR-EGFP: 0.83; Dynein cargo inh cell count: 1.1; Lipid droplet cells 6.5 µM: 681; bCat nuc transl cell count 5 µM: 1091; MT stabilize HCS Hoechst-high %: 9.5; MT stabilize HCS cytotoxicity %: 97; Autophagy HCS cell loss 18 h: 1

How did COCCn1cnnc1SCC(=O)Nc1sccc1C(N)=O do in these assays?
Dynein cargo inh: -0.31; bCat nuc transl: -2.4; Yfh1-off respiration: inactive; MT stabilize HCS: 2.2; NOD2 inhibition: 16%; WT yeast gro inh: -13; Insulin prom up: 0.13; Lipid droplet: -10; Autophagy HCS: inactive; WT yeast gro inh mutant strain: -10; Dynein cargo inh cytoplasmic EGFP: 0.07; Dynein cargo inh nuclear GR-EGFP: -0.63; Dynein cargo inh cell count: 0.55; Insulin prom up cell count: 1045; Lipid droplet cells 6.5 µM: 690; bCat nuc transl cell count 5 µM: 990; MT stabilize HCS Hoechst-high %: 2.1; MT stabilize HCS cytotoxicity %: 12; Autophagy HCS cell loss 18 h: -10

What do the screens show for `CC(Sc1ccsc1[N+](=O)[O-])C(=O)N1CCN(c2ccccn2)CC1` (stereo not drawn)?
Dynein cargo inh: 1.9; bCat nuc transl: -3.9; Yfh1-off respiration: inactive; MT stabilize HCS: 4.1; NOD2 inhibition: 15%; WT yeast gro inh: 32; Insulin prom up: 0.09; Lipid droplet: -17; Autophagy HCS: inactive; WT yeast gro inh mutant strain: -29; Dynein cargo inh cytoplasmic EGFP: -0.12; Dynein cargo inh nuclear GR-EGFP: 0.9; Dynein cargo inh cell count: -1.4; Insulin prom up cell count: 1560; Lipid droplet cells 6.5 µM: 668; bCat nuc transl cell count 5 µM: 1110; MT stabilize HCS Hoechst-high %: 3.0; MT stabilize HCS cytotoxicity %: 7.3; Autophagy HCS cell loss 18 h: -6

What do the screens show for `COc1cccc(CN(C)CC(=O)Nc2sc3c(c2C#N)CCC3)c1`?
Dynein cargo inh: 0.99; bCat nuc transl: 0.8; Yfh1-off respiration: inactive; MT stabilize HCS: 3.7; NOD2 inhibition: 11%; WT yeast gro inh: 0; Insulin prom up: 0.33; Lipid droplet: -3; Autophagy HCS: inactive; WT yeast gro inh mutant strain: 0; Dynein cargo inh cytoplasmic EGFP: -0.16; Dynein cargo inh nuclear GR-EGFP: 0.87; Dynein cargo inh cell count: 0.033; Insulin prom up cell count: 1324; Lipid droplet cells 6.5 µM: 742; bCat nuc transl cell count 5 µM: 1186; MT stabilize HCS Hoechst-high %: 1.3; MT stabilize HCS cytotoxicity %: 4.6; Autophagy HCS cell loss 18 h: -31

A portion of the library; count on the stated rates, not on these rows.
